Compound activity: PubChem BioAssay, The Scripps Research Institute Molecular Screening Center
NCOA2 inhibitor: inhibits human steroid receptor coactivator 2; inhibition, % at 9 µM; hit rate 0.17% among 370,000; AID 651957; HEK293 GAL4-SRC2 luciferase reporter, luminescence;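 active = inhibition above the mean inhibition of all tested compounds plus 3 SD, set per campaign, cut at about 52% in these data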;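 also: 0% = DMSO treated cells and 100% = cells given Gossypol at 36 µM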
COUP-TFII inh: blocks human COUP-TFII nuclear receptor | P24468 | HEK293T NGFI-A luciferase reporter, luminescence | inhibition, % at 8.6 µM | hit rate 0.7% among 370,000 | AID 686940;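 active = inhibition above a per-plate cutoff, mean inhibition of test wells between control levels plus 3 SD, cut at about 38% in these data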;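 also: cells cotransfected with COUP-TFII expression vector driving the NGFI-A reporter; 0% = median of COUP-TF2 test wells and 100% = reporter-only cells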
Active calls of the source: *.

CCCCCCCCN1CN2Cc3ccccc3C2CS1(=O)=O (stereo not drawn) was read as NCOA2 inhibitor 8 and COUP-TFII inh 0.
Screening COc1cc(OC)cc(C(=O)NCCSCc2ccco2)c1 returned NCOA2 inhibitor -13 and COUP-TFII inh 7.
`FC(F)(F)c1cccc(Cn2ccc3ccc(-c4ccc5ccn(Cc6cccc(C(F)(F)F)c6)c5c4)cc32)c1` gave NCOA2 inhibitor 6 and COUP-TFII inh 1.
Screening CC1(C)Oc2ccc(C(=O)N3CCCC3)cc2NC1=O returned NCOA2 inhibitor 16 and COUP-TFII inh -1.
COC[C@@H](O)[C@H]1OCc2cccc(OC)c2[C@@H]1/C=C/c1ccccc1 was read as NCOA2 inhibitor -26 and COUP-TFII inh 6.
Screening CCC/C=C(\CCC)C(NC(=O)c1ccc(C(=O)OC)cc1)c1ccc(C(=O)OC)cc1 (stereo not drawn) returned NCOA2 inhibitor -22 and COUP-TFII inh -5.
For COC(=O)[C@H](CC(C)C)N(Cc1cn(CC2CCCCC2)nn1)S(=O)(=O)c1ccc(F)cc1Br the results were NCOA2 inhibitor 15 and COUP-TFII inh 4.
CCCCC(=O)Nc1cccc(C(C)O)c1 (stereo not drawn) was read as NCOA2 inhibitor -6 and COUP-TFII inh -2.
`CCOC(=O)C1CCN(C(=O)C(Cc2ccc3c(c2)OCO3)NC(C)=O)CC1` (stereo not drawn) gave NCOA2 inhibitor -7 and COUP-TFII inh -13.
Screening O=C(CSc1nnc(-c2cccnc2)n1Cc1ccco1)Nc1ccc(F)cc1Cl returned NCOA2 inhibitor 23 and COUP-TFII inh -2.
CCCc1cn(-c2ccc3c(c2)[C@@]2(CC(=O)N(C)C2c2ccccc2)C(=O)N3CC(C)C)nn1 (stereo partly drawn) was read as NCOA2 inhibitor 18 and COUP-TFII inh -3.
CCOc1cc(OCC)cc(C(=O)N2CCC[C@@H]2C(=O)N2CCC[C@@H]2C(=O)NCc2cccc(OC)c2)c1 was read as NCOA2 inhibitor 12 and COUP-TFII inh 8.
`C=CCNC(=O)CN(C(=O)Cc1ccc(Cl)nc1)c1cccc(Br)c1` gave NCOA2 inhibitor -8 and COUP-TFII inh 9.
Screening O=C(CNS(=O)(=O)c1ccc(F)cc1)N1CCN(c2ccccn2)CC1 returned NCOA2 inhibitor -18 and COUP-TFII inh -4.
`Cc1ccc(Cn2cc(CN3[C@H](C)COc4cc(Br)ccc4S3(=O)=O)nn2)cc1` gave NCOA2 inhibitor 3 and COUP-TFII inh -11.
Screening COC(=O)[C@]12C[C@H](CC(=O)NCCCN3CCCC3=O)C(=O)N(Cc3cccc4ccccc34)C1=C[C@H](C(C)C)O[C@@H]2C1CC1 returned NCOA2 inhibitor 6 and COUP-TFII inh 0.
O=S1(=O)c2ccc(N3CCCC3)cc2Oc2ccccc2CN1Cc1cn(Cc2ccc(C(F)(F)F)cc2)nn1 was read as NCOA2 inhibitor 16 and COUP-TFII inh -6.
Screening COc1ccccc1Cc1c(-c2ccccc2)nc2ccc(C)cn12 returned NCOA2 inhibitor -42 and COUP-TFII inh -48.
CCOc1cc(NC(=O)c2cccs2)c(OCC)cc1NC(=O)CCC(=O)NCc1ccccn1 was read as NCOA2 inhibitor -7 and COUP-TFII inh 14.
C[C@H](O)[C@@H]1C(=O)N2CCc3c([nH]c4c(-c5ccccc5)cccc34)[C@@H]2C[C@@H]1N(C)C(=O)NC1CCCCC1 was read as NCOA2 inhibitor 4 and COUP-TFII inh 7.

Random excerpt: four records from the list
C[C@H](O)[C@@H]1C(=O)N2CCc3c([nH]c4c(-c5ccccc5)cccc34)[C@@H]2C[C@@H]1N(C)C(=O)NC1CCCCC1 was read as NCOA2 inhibitor 4 and COUP-TFII inh 7.
`Cc1ccc(Cn2cc(CN3[C@H](C)COc4cc(Br)ccc4S3(=O)=O)nn2)cc1` gave NCOA2 inhibitor 3 and COUP-TFII inh -11.
Screening COC(=O)[C@]12C[C@H](CC(=O)NCCCN3CCCC3=O)C(=O)N(Cc3cccc4ccccc34)C1=C[C@H](C(C)C)O[C@@H]2C1CC1 returned NCOA2 inhibitor 6 and COUP-TFII inh 0.
Screening O=C(CNS(=O)(=O)c1ccc(F)cc1)N1CCN(c2ccccn2)CC1 returned NCOA2 inhibitor -18 and COUP-TFII inh -4.

(further entries)
For O=C(NC1CCCCN(Cc2ccc(Cl)cc2)C1=O)c1c(F)cccc1F (stereo not drawn) the results were NCOA2 inhibitor -12 and COUP-TFII inh 9.
Screening CCOC(=O)N(C)[C@H]1C[C@H]2c3cc(-c4ccccc4C)ccc3CCN2C[C@H]1[C@H](C)O returned NCOA2 inhibitor 25 and COUP-TFII inh 61*.
`C=CCN1C(=O)[C@@H](CC(=O)N2CCCC2)[C@]2(C(=O)OCC)CCCCC/C=C/12` gave NCOA2 inhibitor -5 and COUP-TFII inh 5.
CC(C)[C@H](NC(=O)C1CCCC1)C(=O)N1CCC[C@H]1C(=O)NCCc1ccccc1Cl was read as NCOA2 inhibitor -15 and COUP-TFII inh 2.
Screening CC(C)[C@@H]1NC(=O)c2cc([N+](=O)[O-])cc(I)c2NCCC[C@@H](C(N)=O)NC(=O)[C@H](CO)NC1=O returned NCOA2 inhibitor 11 and COUP-TFII inh 3.
O=C(NC1CCCCN(Cc2cccc(C(F)(F)F)c2)C1=O)c1ccc(COc2ccccc2)cc1 (stereo not drawn) was read as NCOA2 inhibitor 12 and COUP-TFII inh 66*.
Screening CC(CCN1CCC(C(O)(c2ccccc2)c2ccccc2)CC1)Oc1ccc([N+](=O)[O-])cc1Cl (stereo not drawn) returned NCOA2 inhibitor 21 and COUP-TFII inh 10.
For Cc1ccccc1C(=O)N[C@H](C(=O)N1CCC[C@H]1C(=O)NCCc1ccccc1Cl)C1CCCCC1 the results were NCOA2 inhibitor 7 and COUP-TFII inh 11.
Screening C#CCNC(=O)C[C@H]1C(=O)N(CCCOC)C2=CCCC[C@@]21C(=O)OCC returned NCOA2 inhibitor 1 and COUP-TFII inh 14.
Screening COc1ccc(N2CCN(CCNS(=O)(=O)c3ccc(Cl)s3)CC2)cc1 returned NCOA2 inhibitor -12 and COUP-TFII inh 14.
For Cc1cc(N2CCN(C(=O)Oc3ccc(C(F)(F)F)cc3)CC2)c2ccccc2n1 the results were NCOA2 inhibitor 22 and COUP-TFII inh 33.
`CCN1CCCCC(NC(=O)c2ccc(Cl)cc2Cl)C1=O` (stereo not drawn) gave NCOA2 inhibitor -11 and COUP-TFII inh -13.
`COC(=O)[C@]12C[C@H](CC(=O)NCCC(C)C)C(=O)N(Cc3ccccc3)C1=C[C@H](C(C)C)O[C@@H]2C1CC1` gave NCOA2 inhibitor 9 and COUP-TFII inh 2.
Screening CCCCNc1cccc2c1S(=O)(=O)N[C@@H](CC(C)C)CO2 returned NCOA2 inhibitor -7 and COUP-TFII inh 17.
For COc1ccc(/C=C/S(=O)(=O)NCC(C)C)c(CNC(=O)OC(C)(C)C)c1 the results were NCOA2 inhibitor -19 and COUP-TFII inh -4.
For COc1ccc2c(c1)CCCN2C(=O)C1CCCN(S(=O)(=O)c2c(C(C)C)cc(C(C)C)cc2C(C)C)C1 (stereo not drawn) the results were NCOA2 inhibitor -4 and COUP-TFII inh 18.
C=CCN1C(=O)c2[nH]nc(-c3ccccc3)c2C1c1ccc(C)cc1 (stereo not drawn) was read as NCOA2 inhibitor -6 and COUP-TFII inh -8.
For CCN(CC)C(=O)CC[C@H]1CC[C@]2(CCCN(Cc3nccn3C)C2)O1 the results were NCOA2 inhibitor -5 and COUP-TFII inh -14.
Screening COC(=O)C1=C(C)N(Cc2ccccc2C(F)(F)F)C(=NCc2ccc3c(c2)OCO3)NC1c1ccc(F)cc1 (stereo not drawn) returned NCOA2 inhibitor -23 and COUP-TFII inh 5.
For C[C@]12Cc3ccccc3C1CC1=N[C@@H](C3CCCCC3)O[C@@]13C[C@@H]2C(=O)N3C1CCN(Cc2ccccc2)CC1 (stereo partly drawn) the results were NCOA2 inhibitor -2 and COUP-TFII inh -1.

In the list so far, 2 have a nitro group on carbon.
Screening CC(C)[C@@H]1NC(=O)c2cc([N+](=O)[O-])cc(I)c2NCCC[C@@H](C(N)=O)NC(=O)[C@H](CO)NC1=O returned NCOA2 inhibitor 11 and COUP-TFII inh 3.
Screening CC(CCN1CCC(C(O)(c2ccccc2)c2ccccc2)CC1)Oc1ccc([N+](=O)[O-])cc1Cl (stereo not drawn) returned NCOA2 inhibitor 21 and COUP-TFII inh 10.

Following part:
`COc1cc2nc3c4ccccc4n(CC#N)c3nc2cc1OC` gave NCOA2 inhibitor -17 and COUP-TFII inh -10.
For CC1CCC2(CC1)CCN(CCCOC(=O)Nc1ccc3c(c1)OCO3)C2=O (stereo not drawn) the results were NCOA2 inhibitor -2 and COUP-TFII inh -6.
For COC(=O)[C@H](CC(C)C)N(CCc1cn(CC2CCCCC2)nn1)S(=O)(=O)c1ccc(F)cc1Br the results were NCOA2 inhibitor 16 and COUP-TFII inh 25.
Clc1ccc(CSc2nnc(-c3cccs3)o2)cc1Cl was read as NCOA2 inhibitor -21 and COUP-TFII inh 8.
Screening Cc1ccc(-c2cc(C(=O)NN=Cc3c4ccccc4cc4ccccc34)[nH]n2)cc1C returned NCOA2 inhibitor -26 and COUP-TFII inh -7.
`CN1CCN(c2ccc([N+](=O)[O-])cc2/C=N/NC(=O)c2cccc([N+](=O)[O-])c2)CC1` gave NCOA2 inhibitor -9 and COUP-TFII inh 3.
Screening O=C(NC1CCCCN(Cc2ccc(OC(F)(F)F)cc2)C1=O)c1cccc(F)c1 (stereo not drawn) returned NCOA2 inhibitor -4 and COUP-TFII inh 12.
O=C(NC(CC1=CCCCC1)c1ccccc1)C(F)(F)F (stereo not drawn) was read as NCOA2 inhibitor 7 and COUP-TFII inh -5.
COc1ccc(-n2c(SCC(=O)c3ccc4ccccc4c3)nnc2-c2ccccc2)cc1 was read as NCOA2 inhibitor -50 and COUP-TFII inh -14.
Screening CN(Cc1ccccc1)C(=O)OCc1cn(Cc2ccc(F)c(F)c2)nn1 returned NCOA2 inhibitor -5 and COUP-TFII inh -9.
`CCN1C(=O)N[C@@H]2C[C@H](C(=O)N3CCCC3)[C@H](C)[C@H](c3ccccc3)C[C@@H]21` gave NCOA2 inhibitor -17 and COUP-TFII inh -8.
Screening C=CCN1C(=O)[C@H](CC(=O)N2CCCCC2)[C@@]2(C(=O)OCC)CCCC=C12 returned NCOA2 inhibitor 15 and COUP-TFII inh -9.
C[C@H]1COc2cc(Br)ccc2S(=O)(=O)N1Cc1cn(Cc2ccco2)nn1 was read as NCOA2 inhibitor 3 and COUP-TFII inh 5.
`COc1cc([N+](=O)[O-])c(OC)cc1Nc1ccccc1C(=O)O` gave NCOA2 inhibitor -7 and COUP-TFII inh -5.
COC(=O)[C@]12C[C@H](CC(=O)N3CCSCC3)C(=O)N(Cc3ccc(Cl)cc3Cl)C1=C[C@H](COCc1ccccc1)O[C@@H]2C was read as NCOA2 inhibitor -4 and COUP-TFII inh 18.
`CN1C(=O)[C@@]2(O[C@H]3C=CC=CN3C3=C2C(=O)CCC3)c2cccc(Br)c21` gave NCOA2 inhibitor -7 and COUP-TFII inh -16.
CCOCCCNC(=S)NCCCNc1nc2ccc(C)cc2cc1C#N was read as NCOA2 inhibitor -32 and COUP-TFII inh 0.
Screening CN(Cc1ccco1)C(=O)c1cccc2c1C(=O)N(Cc1cccnc1)C2 returned NCOA2 inhibitor 8 and COUP-TFII inh -9.
Screening CN1OC[C@@H]2CN[C@H](c3ccc(N4CCCCC4)cc3)C[C@@H]21 returned NCOA2 inhibitor 4 and COUP-TFII inh -1.
C#CCNC(=O)C[C@H]1C[C@@]2(C(=O)OC)C(=C[C@H](COCc3ccccc3)O[C@@H]2C)N(Cc2ccc3c(c2)OCO3)C1=O was read as NCOA2 inhibitor -14 and COUP-TFII inh -2.
For CC[C@H](C)[C@H]1CNC(=O)C(=O)N1CC1CCN(CCc2ccc(OC)c(OC)c2)CC1 the results were NCOA2 inhibitor -32 and COUP-TFII inh 3.
Screening Cc1ccccc1-c1ccc2c(c1)[C@@H]1C[C@H]3[C@@H](CN1CC2)[C@H](C)ON3C returned NCOA2 inhibitor 6 and COUP-TFII inh 14.
For COC(=O)[C@@]12CCCCC3=C1N(CCC3)C(=O)[C@H]2CC(=O)NCc1ccc(C)o1 the results were NCOA2 inhibitor -24 and COUP-TFII inh -23.
NC1=NC(c2cn[nH]c2-c2ccc(F)cc2)n2c(nc3ccccc32)N1 (stereo not drawn) was read as NCOA2 inhibitor 19 and COUP-TFII inh -10.
CCN(CC)C(=O)c1ccc(C(CCOC(=O)Oc2ccccc2)c2ccc(OC)cc2)cc1 (stereo not drawn) was read as NCOA2 inhibitor 11 and COUP-TFII inh 1.
`Cc1ccc(OCc2nnc(SCC(=O)Nc3ccccc3-c3ccccc3)n2Cc2ccco2)cc1` gave NCOA2 inhibitor -1 and COUP-TFII inh 7.
O=S(=O)(CC1NCc2ccccc21)NCc1ccc(F)cc1 (stereo not drawn) was read as NCOA2 inhibitor -5 and COUP-TFII inh -4.
`C[C@@H](C(=O)Nc1ccc2ccccc2c1)[C@H]1C[C@]1(C)[C@H](NS(=O)(=O)c1ccc(-c2ccccc2)cc1)c1ccccc1` gave NCOA2 inhibitor 11 and COUP-TFII inh 10.
Screening CCOC(=O)C1=CCN(S(=O)(=O)c2ccc(Cl)cc2)C1c1ccc(Br)cc1 (stereo not drawn) returned NCOA2 inhibitor 17 and COUP-TFII inh 18.
COC(=O)[C@]12C[C@H](CC(=O)N3CCC(c4ccccc4)CC3)C(=O)N(Cc3cccc4ccccc34)C1=C[C@H](C1CCCC1)O[C@@H]2C was read as NCOA2 inhibitor 3 and COUP-TFII inh -10.
CN(Cc1ccccc1F)C(=O)Cn1c(-c2cncs2)nc2ccccc21 was read as NCOA2 inhibitor -1 and COUP-TFII inh 14.
Screening COC(=O)CN1CCN(C(=O)c2csc3ccccc23)CC1 returned NCOA2 inhibitor -7 and COUP-TFII inh 14.
`COC(=O)[C@]12C[C@H](CC(=O)NCCc3ccccc3OC)C(=O)N(Cc3ccco3)C1=C[C@H](COCc1ccccc1)O[C@@H]2C` gave NCOA2 inhibitor 10 and COUP-TFII inh 4.

This is a subset; the hit share may differ from the screen's.
